ERK EGF inh = qHTS Assay for Inhibitors of the ERK Signaling Pathway using a Homogeneous Screening Assay; Stimulation with EGF; Potency, µM (series often up to 11.5 µM), without a hit: at the top dose activity change, negative = inhibition, usual class: inhibitors; actives 0.41% (n = 130,000); HEK293-V1b, EGF-stimulated phospho-ERK AlphaScreen; active = well fitted inhibition curve with a large enough effect; inconclusive = small, poorly fitted or top-dose-only effect, or effect the other way;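 also: plate controls were stimulated vehicle wells for no effect and unstimulated vehicle basal for full effect; nearly all actives have a fitted effect of over 55% in size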
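Readout: AlphaScreen signal for phosphorylated ERK in lysed HEK293 cells stably expressing V1b. Stimulus 25 nM EGF, 5 min, following 30 min compound exposure. Data scaled to DMSO basal and full EGF activation.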
* marks the source's active call; other numbers are inactive results; u = inconclusive; & = joins results of further samples; [ ] = another dose, or the depositor's remark. Potency is read from the fitted curve at half-maximal effect.

ERK EGF inh,Compound
3%,CC(NC(=O)Nc1ccc(F)cc1)C(c1cccs1)N1CCCC1 (centres undefined)
-8%,Cc1ccc(C)c(OCC(=O)Nc2ccc(N3CCOCC3)cc2)c1
0%,CCCCN(CC)CCCNC(=O)c1cn(CC)c2ccc(S(=O)(=O)N3CCc4ccccc4C3)cc2c1=O
-10%[57.5 µM],NC1=C(Br)C(=O)c2ccccc2C1=O
1%,CN(C)c1ccnc(C(=O)O)c1
4%,O=C(NC(=S)Nc1ccc(N2CCOCC2)cc1)c1cncc(Br)c1
-3%,O=C(Nc1ccccc1)c1nsnc1C(=O)Nc1ccccc1
-5%,O=C(COC(=O)CNC(=O)c1ccccc1)Nc1ccc(S(=O)(=O)N2CCOCC2)cc1
0%[57.5 µM],CC(/C=C/c1ccccc1)=N\NC(=O)Cn1cncn1
10%,COc1ccc(CCNC(=O)CN(c2ccc(OC)cc2)S(C)(=O)=O)cc1
15%,CN(C)CCc1c[nH]c2ccc(CS(=O)(=O)N3CCCC3)cc12
2%[57.5 µM],NCC(=O)c1cccc2ccc[n+]([O-])c12
5%,Cn1c(=O)c2c(nc(SCC(=O)c3ccc(F)cc3)n2C)n(C)c1=O
9%[57.5 µM],CN1C2CCC1CC(NC(=O)CSCc1ccc(Cl)cc1Cl)C2 (centres undefined)
-3%[57.5 µM],O=C(Nc1nccs1)C1CCCCN1S(=O)(=O)c1ccccc1 (centres undefined)
-10%[57.5 µM],C#CCN1C(=O)C(O)(CC(=O)c2ccc(OC)c(OC)c2)c2ccccc21 (centres undefined)
-10%[57.5 µM],O=C(CCCCCN1C(=O)c2cccc3cccc(c23)C1=O)NCc1ccco1
-4%[57.5 µM],N=c1sccn1CC(=O)Nc1ccc([N+](=O)[O-])cc1Cl
5%,NS(=O)(=O)c1ccc(NC(=O)COC(=O)COc2ccc(Cl)cc2)cc1
8%,OCCC1CN(CCCn2cccn2)CCN1Cc1ccccc1 (centres undefined)
4%&23%,CCCCOc1cc(CC2CNC(=O)N2)ccc1OC (centres undefined)
-4%,Cc1cc(C)cc(NC(=O)/C=C/c2ccc([N+](=O)[O-])s2)c1
-3%,Cc1ccc(S(=O)(=O)NC2c3cccc4cccc(c34)C2Sc2nc(C)cc(C)n2)cc1 (centres undefined)
-1%,CCOC(=O)C(C)Sc1ncnc2c1c(-c1ccccc1)cn2-c1ccc(OC)cc1 (centres undefined)
-4%,Cc1cc(OCC(=O)NC(C)C)ccc1Cl
8%,CN1CCN(c2nnc(-c3cccs3)c3ccccc23)CC1
19%,COCCNc1nc(-c2ccccc2CN(C)C)nc2ccccc12
0%,O=C(c1ccco1)N1CCN(S(=O)(=O)c2cccc([N+](=O)[O-])c2)CC1
-3%,COc1ccc(-n2c3nc4ccccc4nc3c3c(=N)oc(C)nc32)cc1
14%,CNc1nc(-c2ccccc2C(F)(F)F)nc2ccccc12
7%,Cc1occc1C(=O)NNC1=CC(=O)CC(C)(C)C1
-6%[57.5 µM],Cc1noc(C)c1C(=O)N1CCC(C(=O)c2ccccc2)CC1
3%[57.5 µM],COC/C=C/C1=CC2=CC(=O)C(C)(OC(=O)c3cnc4ccccc4n3)C(=O)C2=CN1C(CO)CO (centres undefined)
-2%,CCOc1ccc(N2C(=O)C3C(c4ccccc4F)NN(C(=O)c4ccc(C)cc4)C3C2=O)cc1 (centres undefined)
-10%,C[N+]1(CCn2ccc3ccccc32)CCCCC1
2%,CC1(c2ccc(OC(F)F)cc2)NC(=O)N(CC(=O)Nc2ccc(S(N)(=O)=O)cc2)C1=O (centres undefined)
-5%,CCN1C(=O)[C@H]2[C@H]3[C@H](O)[C@H](O)C/C(=N\O[C@H](C)c4cn([C@H](CO)Cc5ccccc5)nn4)[C@@H]3CC[C@H]2C1=O
-3%,CC1=CC(C)C2(CO)COC(c3ccc(O)cc3)C1C2C (centres undefined)
-44%,COc1ccc2c(c1)OCC(Cc1ccc(O)c(OC)c1)C2=O (centres undefined)
0%,COc1ccc(N2CC(NC(=O)N3CCN(c4ccccc4)CC3)CC2=O)cc1 (centres undefined)
1%,Fc1ccccc1CSc1ncnc2sc3c(c12)CCCC3
3%,Cc1cc(C)nc(SCC(=O)OCC(=O)Nc2nc3ccccc3s2)n1
6%,Cc1cc(O)ccc1N/C=C(\C#N)c1nc2ccccc2o1
-3%,Cc1ccc(NC(=O)CCNS(=O)(=O)c2cccc3nonc23)cc1Cl
8%,CS(=O)(=O)N(CC(=O)NCC1CCCO1)c1cc(Cl)c(Cl)cc1Cl (centres undefined)
5%,CC(C)c1nc2sc3c(=O)[nH]cnc3c2c2c1CCC2
4%[57.5 µM],Cc1cc(=O)n2[nH]c(-c3ccccc3Cl)cc2n1
6%,O=C(COC(=O)[C@@H]1CC(O)CN1S(=O)(=O)c1ccc2c(c1)OCCO2)Nc1ccccc1F (some centres undefined)

Among those listed so far, these contain a thiophene ring, fused or not:
ERK EGF inh,Compound
3%,CC(NC(=O)Nc1ccc(F)cc1)C(c1cccs1)N1CCCC1 (centres undefined)
-4%,Cc1cc(C)cc(NC(=O)/C=C/c2ccc([N+](=O)[O-])s2)c1
8%,CN1CCN(c2nnc(-c3cccs3)c3ccccc23)CC1
1%,Fc1ccccc1CSc1ncnc2sc3c(c12)CCCC3
5%,CC(C)c1nc2sc3c(=O)[nH]cnc3c2c2c1CCC2

Additional compounds:
ERK EGF inh,Compound
1%[25.7 µM],CNC(=O)c1c(I)c(C(=O)NCC(=O)Nc2c(I)c(C(=O)O)c(I)c(C(=O)NCCO)c2I)c(I)c(N(C)C(C)=O)c1I
-6%[57.5 µM],CCCOc1ncnc2c1[nH]c1ccc(C)cc12
8%,O=C(CSCc1ccc([N+](=O)[O-])cc1)NC1CC1
12%[57.5 µM],Nn1c(SCc2cccc(Br)c2)nnc1-c1cccnc1
5%,CCOC1=NN(c2ncc(C(F)(F)F)cc2Cl)C(=O)/C1=C/N(C)C
2%,Cc1ccc(N=C2NC(=O)c3cccc([N+](=O)[O-])c32)cc1
8%,O=S(=O)(c1ccc(N2CCCCCC2)nc1)N1CCCC1
-5%,Cn1cc(-c2cccc(Cl)c2)cc(C#N)c1=O
-7%[57.5 µM],COc1ccc(C(=O)N2CC3(CC(c4cccc(NC(=O)CC(c5ccccc5)c5ccccc5)c4)=NO3)C[C@H]2C(N)=O)cc1 (some centres undefined)
u,CC(=O)NC(CC(=O)N(C)Cc1c(F)cccc1Cl)c1ccccc1 (centres undefined)
0%,O=C(NCCCn1ccnc1)C(=O)NCc1ccccc1
31%[57.5 µM],O=C1CC(C(F)(F)F)=NN1
-2%,Cc1ccc(N(C(=O)c2snc(C(N)=O)c2N)C(C(=O)NCCC(C)C)c2ccco2)cc1 (centres undefined)
-7%[57.5 µM],COC(=O)C(C)SC1=N/C(=C/c2ccc(-n3cncn3)cc2)C(=O)N1 (centres undefined)
9%,O=C(c1cncc(Br)c1)N1CCN(c2ccc([N+](=O)[O-])cc2)CC1
1%,CCc1[nH]nc2c1C(C1C=CCCC1)C(C#N)=C(N)O2 (centres undefined)
-3%,CCc1cc2c(NC(Cc3c[nH]c4ccccc34)C(=O)O)nc(C)nc2s1 (centres undefined)
7%,COc1ccc(NC(=O)N2CCCC3(CCN(C(=O)c4c(C)noc4C)CC3)C2)cc1
-11%[57.5 µM],COc1ccc(S(=O)(=O)NC(Cc2cnc[nH]2)C(=O)O)cc1 (centres undefined)
-5%,COc1ccc(S(=O)(=O)Nc2cc(C(=O)NCCCN3CCOCC3)ccc2N2CCOCC2)cc1
15%,CNC(=O)COC(=O)COc1ccc2c(C)cc(=O)oc2c1
-1%,Cc1nc(C)c(CCNC(=O)c2ccccc2Br)s1
-2%[57.5 µM],Cc1nnsc1C(=O)NNS(=O)(=O)c1cc(C(F)(F)F)cc(C(F)(F)F)c1
-6%,Cc1ccc(C)c(S(=O)(=O)N2CCN(CC(=O)NC(=O)NCc3ccco3)CC2)c1
-4%,COc1ccc(N2CCN(c3cnc4ccccc4n3)CC2)cc1
-7%[57.5 µM],CC(C)(C)[C@@H]1C=C(C(=O)O)O[C@H](OCc2ccc(CO)cc2)C1
-5%,O=C1c2ccccc2NC(c2ccccc2O)N1NS(=O)(=O)c1ccccc1 (centres undefined)
9%[57.5 µM],COC(=O)c1cc2c(N)c(C(=O)c3ccc(Cl)cc3)sc2nc1C(OC)OC
-7%,CS(=O)(=O)N1CCN(C(=S)NCc2ccc(F)cc2)CC1
0%[57.5 µM],Cc1cc(Cl)c2ccc(Cl)cc2n1
1%[57.5 µM],Cn1nc(C(C)(C)C)c([N+](=O)[O-])c1C(=O)Nc1cccc2ccccc12
-5%,Cc1ccc(OCCOCCn2cnc3ccccc3c2=O)c([N+](=O)[O-])c1

No new results follow: entries from further up.
ERK EGF inh,Compound
-4%,COc1ccc(N2CCN(c3cnc4ccccc4n3)CC2)cc1
-7%[57.5 µM],CC(C)(C)[C@@H]1C=C(C(=O)O)O[C@H](OCc2ccc(CO)cc2)C1
-5%,O=C1c2ccccc2NC(c2ccccc2O)N1NS(=O)(=O)c1ccccc1 (centres undefined)

Further records follow.
ERK EGF inh,Compound
3%,Cc1cc(=O)n(-c2ccc(Cl)cc2)c(=O)[nH]1
-4%,COc1ccc2nc(NC(=O)CSc3nnnn3C)sc2c1
-8%,Cc1cccc(NC(=O)CN2C(=O)N/C(=C\c3ccc(N4CCOCC4)cc3)C2=O)c1
-5%[57.5 µM],CC(C)CNC1CCS(=O)(=O)C1 (centres undefined)
-7%[57.5 µM],O=C(C1=C[C@H](c2ccc(Br)cc2)C[C@H](OCCCCO)O1)N1CCN(Cc2ccc3c(c2)OCO3)CC1
9%[57.5 µM],CCn1cc(Br)c(C(=O)Nc2ccc(F)cc2F)n1
4%[57.5 µM],O=C(CSc1nc2ccc(Nc3nc(N4CCCC4)nc(N4CCCC4)n3)cc2s1)NCc1ccco1
14%,O=C(CSc1nc2ccccc2o1)c1ccccc1
5%,Cc1nnc(-n2ncc(C#N)c2N)c2nn(-c3cccc(Cl)c3)c(C)c12
-5%[57.5 µM],Clc1ccc(-[n+]2c(-c3cccc(Br)c3)[nH]c3nc4ccccc4nc32)cc1
2%,Cc1ccc(C2CC(=O)C=C(Nc3ccc(Cl)cc3)C2)cc1 (centres undefined)
-1%,Cc1cccc(Nc2nc(N)c(C#N)c(CC#N)c2C#N)c1
0%,COCC(C)N1CC(O)=C(c2nc(-c3ccc(Cl)cc3)cs2)C1=N (centres undefined)
0%,O=C(CSc1ccc2ccccc2c1)NCc1cccs1
-2%,Cc1ccc2c(c1)C(c1ccccc1)N(C(=O)c1cc3ccccc3oc1=O)CC(=O)N2 (centres undefined)
-2%,CCOC(=O)C1(CCOC)CCN(Cc2ccccc2-c2ccco2)CC1

Some of these compounds in order of their number in ERK EGF inh, falling:
ERK EGF inh,Compound
5%,Cc1nnc(-n2ncc(C#N)c2N)c2nn(-c3cccc(Cl)c3)c(C)c12
2%,Cc1ccc(C2CC(=O)C=C(Nc3ccc(Cl)cc3)C2)cc1 (centres undefined)
-1%,Cc1cccc(Nc2nc(N)c(C#N)c(CC#N)c2C#N)c1
-2%,Cc1ccc2c(c1)C(c1ccccc1)N(C(=O)c1cc3ccccc3oc1=O)CC(=O)N2 (centres undefined)

New compounds follow:
ERK EGF inh,Compound
-7%,Cc1sc(NC(=O)CSc2nnc(CCNC(=O)c3cccs3)n2C)nc1-c1ccccc1
-5%,Cc1c(C)n2c3c(cccc13)CC2
16%,COc1ccc(OCCn2cc(/C=C(\C#N)C(=O)NCc3ccco3)c3ccccc32)cc1
11%,Cc1cc(C2=NNC(=NC3CCCCC3)SC2)c(C)n1-c1c(C)n(C)n(-c2ccccc2)c1=O
-1%[57.5 µM],CC(C)CC(NC(N)=O)C(=O)Nc1ccc(Oc2ccccc2)cc1 (centres undefined)
5%,Cc1ccc(NC(=O)CSc2nnc3ccccn23)cc1S(=O)(=O)N1CCOCC1
13%,Cn1c(=O)[nH]c(=O)c2c1nc(CN1CCOCC1)n2CCc1ccccc1
-10%,COC(=O)CN1C(=S)N(c2ccc(OC)cc2)C(=O)/C1=C/c1ccc(OC)cc1
-8%,CN(C)c1ccc(/C=N\S(=O)(=O)c2ccccc2)cc1
-12%,COc1ccc([N+](=O)[O-])cc1/C=N/Nc1nc(N2CCCCC2)nc(N2CCCCC2)n1
5%,CN1CCN(C(N)=NC(=O)c2ccccc2)CC1
-4%[57.5 µM],COc1ccc(OCC(O)CNC(=O)Nc2cc(C)cc(C)c2)cc1 (centres undefined)
14%,Cc1ccc(C(=O)O[C@H](C(=O)O)[C@@H](OC(=O)c2ccc(C)cc2)C(=O)O)cc1 (tested in a mixture with another compound)
-7%,CCCCCCCCC(=O)NNC(=O)c1c(O)c2ccccc2n(CC)c1=O
u,Cc1cc(Cl)c(S(=O)(=O)N2CCN(c3ccccn3)CC2)cc1OCC(=O)NC1CCCCC1
3%,OCCN1CCN(c2cc(-c3ccccc3)c3ccccc3n2)CC1
-3%,CCOC(=O)N1CCC(NC(=O)CS(=O)(=O)Cc2nc(-c3ccccc3C)oc2C)CC1
-4%,COc1cccc(Cn2c(=O)c(-c3cccc(F)c3)nc3cncnc32)c1
1%,CC(Oc1ccccc1)c1ccn[nH]1 (centres undefined)
21%,O=[N+]([O-])c1ccc(N2CCN(c3ccccc3O)CC2)c(Cl)c1
-5%,Cc1ccc(S(=O)(=O)Nc2ccc(NC(=O)c3c(F)c(F)c(F)c(F)c3F)cc2)cc1

Only part of the results is shown; count on the stated rates, not on these rows.
